mcGAS inh: inhibitors of mouse cGAS. Q8C6L5. inhibition, % at 12.5 µM. hit rate 0.15% among 160,000. recombinant cGAS, Kinase-Glo ATP depletion luminescence;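 note: 0% = negative control wells and 100% = reference inhibitor with no enzyme activity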
NPYLR7 ag: activates Aedes aegypti NPYLR7 receptor; AID 1259423; activation, % at 10 µM; HEK293T NPYLR7/Galpha15, GCaMP6s calcium fluorescence; hit rate 0.15% among 270,000; in the data active = activation above about 40%;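 note: 0% = vehicle and 100% = reference agonist at the receptor; some compounds past the cut are filed as inactive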
hcGAS lum: inhibitors of human cGAS; recombinant h-cGAS, ATP depletion, Kinase-Glo luminescence; Q8N884; inhibition, % at 12.5 µM; hit rate 0.081% among 290,000; AID 1259398;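 note: 0% = vehicle reaction and 100% = reaction without DNA for no activity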
Target sequence (Q8N884 whole entry, looked up): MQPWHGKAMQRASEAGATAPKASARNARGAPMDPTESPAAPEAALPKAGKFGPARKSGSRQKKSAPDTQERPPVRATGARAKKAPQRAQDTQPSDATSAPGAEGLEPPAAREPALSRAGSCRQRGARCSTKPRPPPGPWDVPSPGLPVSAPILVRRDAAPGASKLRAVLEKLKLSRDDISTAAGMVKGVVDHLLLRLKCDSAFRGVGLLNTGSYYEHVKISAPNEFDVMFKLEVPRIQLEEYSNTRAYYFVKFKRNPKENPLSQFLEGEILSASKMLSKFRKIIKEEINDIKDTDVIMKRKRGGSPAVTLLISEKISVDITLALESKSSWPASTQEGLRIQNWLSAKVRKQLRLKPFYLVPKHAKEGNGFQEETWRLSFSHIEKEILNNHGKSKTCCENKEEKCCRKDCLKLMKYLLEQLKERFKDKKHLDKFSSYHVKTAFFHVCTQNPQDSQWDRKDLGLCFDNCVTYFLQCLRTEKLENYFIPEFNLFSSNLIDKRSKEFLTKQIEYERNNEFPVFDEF
The depositor's hits bear a star; x = no result given; & = joins results of further samples. Cut-off read from the data, not from the text of the source, unless noted: active = inhibition above about 40%; inactive = the rest.

#	SMILES	NPYLR7 ag	mcGAS inh	hcGAS lum
1	COc1ccc(C(N)c2csc(Nc3ccc(C(F)(F)F)cn3)n2)cc1 (centres undefined)	1	x	-11
2	CCCC1O[C@@H]2C[C@H]3[C@@H]4CCC5=CC(=O)C=C[C@]5(C)[C@H]4[C@@H](O)C[C@]3(C)[C@]2(C(=O)CO)O1 (some centres undefined)	-1&-4&12	-5	-8&-9&-8
3	O=C(/C=C/c1ccccc1)Nc1nc(-c2ccc(F)c(F)c2)cs1	-1	x	-9
4	Cc1cccc(-c2c(-c3ccccc3)ncn2Cc2sc(C)nc2C)n1	3	-8	-7
5	CC1CC(=O)Nc2ccccc2N1C(=O)Cn1cnc2cc(Cl)cc(Cl)c21 (centres undefined)	-1	x	-3
6	CN(C)c1ccc(/C=C2\N=C(c3ccccc3)OC2=O)cc1Br	-4	1	1
7	Cc1cccc2c1NC1(CCN(Cc3cccc(C(F)(F)F)c3)CC1)NC2=O	19	-6	-3
8	CC(C)c1nnc(-c2cc3ccccc3n2CC(=O)Nc2ccccc2C(F)(F)F)o1	0	-9	-4
9	O=C(NC1CC1)C1CCN(C(=O)c2c[nH]cc2-c2ccc(Cl)s2)CC1	12	x	-6
10	COCCCN(Cc1c(-c2ccc(F)cc2)noc1N1CCOCC1)C(=O)c1cccc(F)c1	-6	-1	3
11	OCCOc1cccc(-c2nccn2-c2ccc(-n3cccn3)cc2)c1	-2	x	-3
12	COc1cc2c(cc1OC)C(C(C)NC(=O)C1CCCC1)N(Cc1cccc(C)c1)CC2 (centres undefined)	3	-2	2
13	Cc1cc(Nc2ccccc2)cc(=O)n1C	8	x	-5
14	COc1ccc2oc(=O)c(-c3nc4ccccc4s3)cc2c1	15	-7	0
15	Cc1cc(C)nc(SCc2c(C(=O)O)nnn2-c2ccccc2)n1	-5	x	-6
16	CCN(CC)CCN(C(=O)c1ccc(Cl)cc1F)C1CCS(=O)(=O)C1 (centres undefined)	1	x	-10
17	Cc1ccccc1C(NC(=O)C1CCN(CCc2ccccc2)CC1)c1cnccn1 (centres undefined)	2	-1	0
18	Cc1nc(C)c(CN2CCC(C(=O)Nc3ccc(Oc4ccccc4F)cc3)CC2)nc1C	3&7	-13	-5&-6
19	COCC(=O)NC1CCN(c2ccccc2C(=O)NCc2cccnc2)CC1	23	-5	-6
20	CCOC(=O)N(C)c1c(CC)nc2c(OCC(=O)c3ccc(F)cc3)cccn12	9	-4	-4
21	Cc1nnc(SCc2nc(C(=O)NC(C)CCc3ccccc3)cs2)n1-c1cccc(Cl)c1 (centres undefined)	4	-4	-6
22	Cc1cc(C)c(NCC(=O)N(C2CCCCC2)C2CCS(=O)(=O)C2)c(Cl)c1 (centres undefined)	1	x	-3
23	Cc1c(-n2[nH]nnc2=S)c(=O)n(-c2ccccc2)n1C	2	x	-1
24	Cc1n[nH]nc1C(=O)N1CCN(C2CCOCC2)CC(O)C1 (centres undefined)	x	-6	-12
25	O=C(CSc1nnc(-c2ccco2)o1)NC1CCCCC1	9	x	-4
26	COc1ccc(OCCSc2nc3ccccc3n2CC(N)=O)cc1	-7	-4	-4
27	CN(Cc1nccn1C(F)F)C(=O)/C=C/c1cccc(F)c1	1	x	-6
28	COc1cc2c(cc1OC)CN(C1CCCN(C3CCSCC3)C1)CC2 (centres undefined)	0&6	x	-10&-11
29	O=C(Nc1ccccc1)c1cc2nc(C(F)F)cc(C(F)F)n2n1	0	x	2
30	COc1ccc(CC(=O)Nc2cc(=O)n(C)c(=O)n2C)cc1OC	8	-8	-10
31	CN(c1ccccc1)N1CC(C(=O)Nc2ccc(Cl)cc2)CC1=O (centres undefined)	-6	-3	-1
32	COC(=O)CN(CC#N)C(=O)C(C)S(=O)(=O)c1ccc(F)cc1 (centres undefined)	6	x	-10
33	Cc1cc(CN2CCN(CC(=O)Nc3c(C)cccc3C)CC2)on1	7	x	-5
34	CCc1nn(C(C)C(=O)NCCN(CC)CC)c(=O)c2cc3occc3n12 (centres undefined)	6	-2	-8
35	Cc1cc(NC(=O)c2cccc(CN3CCC(C(N)=O)CC3)c2)ccc1F	4	-15	1
36	Cc1nc(N2CCN(C)CC2)ncc1-c1cc(=O)[nH]c(N2CCC(C)CC2)n1	0	-7	-7
37	O=C(NCCc1ccncc1)C1CCCN(C2CCN(C(=O)C3CC3)CC2)C1 (centres undefined)	-3	-1	-1
38	CCc1cccc2c1N(CC(=O)NC1CCN(C(C)=O)CC1)CCC2	-3	x	4
39	CCOCCOC(=O)C1=C(C)NC2=C(C(=O)CC(c3ccccc3)C2)C1c1ccc(Cl)c(Cl)c1 (centres undefined)	1	-9	-4
40	Nc1nc(SCC(=O)Nc2cccc([N+](=O)[O-])c2)sc1C(=O)Nc1nccs1	2	-5	-13
41	CCCNC(=O)Cn1nc2c(c1NC(=O)c1ccc(Cl)cc1Cl)CSC2	4	-4	-2
42	CCOc1ccc(C(C)C)cc1S(=O)(=O)NCCOc1ccc(-c2ccccc2)nn1	-7	-7	-4
43	CC1(C)CC(=C2C(=O)c3ccccc3C2=O)C=C2c3ccccc3C(=O)C21 (centres undefined)	8	x	-11
44	COc1ccc(-n2c(SCC(=O)N3CCOCC3)nc3c([nH]c4ccccc43)c2=O)cc1	-1	-5	0
45	CCn1ccc(CN2CC[C@@H](c3ccc(F)cc3)[C@H](O)C2)n1	9	x	-5
46	CC(C)(C)CC(=O)Nn1cnc2c(cnn2-c2ccccc2)c1=O	7	x	-5
47	COc1ccc(S(=O)(=O)n2nnc3cc(Cl)ccc32)cc1OC	15	-1	-6
48	O=C(NCc1cccc(F)c1)C(C1CCCC1)N1CCN(C(=O)C2CCC2)CC1 (centres undefined)	-4	x	5
49	COc1ccc(OC)c(-n2c(CNC(=O)c3ccco3)nnc2SCC(=O)Nc2nccs2)c1	-7	-5	-6
50	CC1CN(C(=O)/C=C/C(=O)Nc2ccc(F)cc2)CCO1 (centres undefined)	-7	x	-18
51	COc1ccc(CC(=O)Nc2nnc(SCc3cc(OC)cc(OC)c3)s2)cc1	5	-8	-3
52	CC(C)c1noc(-c2ccc(NCC3OCCc4ccccc43)nc2)n1 (centres undefined)	15	-16	-4
53	COc1ccc(C=Nc2c(-c3ccco3)nc3ccccn23)cc1OC	-11	-6	-7
54	Cc1cccn2c(CC(=O)N3CCC(c4ccccc4C(=O)O)C3)cnc12 (centres undefined)	-4	x	-4
55	CC(=O)Nc1ccc(S(=O)(=O)N2CCN(Cc3cc(=O)c(OCc4ccc(-c5ccccc5C#N)cc4)co3)CC2)cc1Cl	2	-5	-2
56	COc1ccc(S(=O)(=O)N2CCC(Cc3ccc(-c4ccccc4)cc3)CC2)cc1OC	-1	-7	-6
57	CN(CCCNC(=O)c1n[nH]c2ccccc12)CC(F)(F)F	1	x	-7
58	CN(Cc1coc(-c2ccccc2)n1)C1CCCN(CCc2ccccc2)C1 (centres undefined)	2	x	-14
59	CC(=O)N1N=C(c2cccs2)CC1c1ccc(Cl)o1 (centres undefined)	-6	-4	-6
60	CCOC(=O)N(C)c1c(CC)nc2c(OCc3ccc(OC)cc3)cccn12	7	-3	-4

(cont.)
#	SMILES	NPYLR7 ag	mcGAS inh	hcGAS lum
61	CCN(CC)P1(=O)C=C(c2ccccc2)SC(c2ccccc2)=C1	-4	-1	-3
62	CCONC(=O)c1cc2n(n1)CCN(Cc1c(F)cccc1Cl)C2=O	x	-5	-4
63	CNC(=O)Cn1c(CO)cnc1SCc1ccc(F)cc1	14	-10	-5
64	Cc1ccc2nc(C)n(C3CCN(C(=O)c4ccccc4F)CC3)c2c1	x	-4	-1
65	CCOc1ccc(N2C(=O)CC(N3CCN(Cc4ccc5c(c4)OCO5)CC3)C2=O)cc1 (centres undefined)	-13	-6	-3
66	COc1ccc(C(=O)NC2CCc3ccccc32)cc1OC1CCN(C(C)=O)CC1 (centres undefined)	4	x	1
67	Cc1cc(C)c(NC(=O)/C=C/c2ccc(F)cc2)c(Cl)c1	9	x	-17
68	OCc1cc(-c2ncnc3sccc23)ccc1F	0	x	0
69	CCCCN(CC(=O)N(Cc1cccn1C)CC(C)C)S(=O)(=O)c1ccc(C)cc1	-6	-4	-7
70	C=C(C)COc1ccc(-c2ncncc2-c2ccccc2)c(O)c1	1	-8	-3
71	O=S(=O)(c1ccc(F)cc1F)N1CCN(c2nc3nccc(-c4cc(Cl)ccc4Cl)n3n2)CC1	6	-4	0
72	O=C(Nc1nc(-c2ccc(Cl)cc2)cs1)C1CC(=O)N(C2CC2)C1 (centres undefined)	6	x	-13
73	COC(=O)c1ccc(F)c(NC(=O)C=Cc2ccc3c(c2)OCCCO3)c1	3	x	-6
74	CCCCNC(=O)N1CCN(c2cc(Oc3ccc(C)cc3)ncn2)CC1	-9	-6	-3
75	COc1cccc(Cn2cccc2CN(Cc2ccccc2)C(=O)CN(CC(C)C)C(=O)Nc2ccc(C)cc2)c1	1	-5	-5
76	CCOC(=O)c1c(NC(=O)CCc2ccccc2)sc(C(=O)Nc2ccccc2OC)c1C	-7	x	-8
77	O=C(CSc1ncnc2c1oc1ccccc12)NCC1CCCO1 (centres undefined)	-6	x	-5
78	Cn1c(Nc2ccc(F)cc2)nc2cc(-c3ccsc3)sc2c1=O	9	x	-4
79	CCOC(=O)C(Sc1nnc(CN2c3ccccc3Sc3ccccc32)o1)C(C)=O (centres undefined)	-3	x	2
80	COc1cc(C)c(S(=O)(=O)NC2CC(C)(C)NC(C)(C)C2)cc1C(C)C	4	x	3
81	COc1cc(S(=O)(=O)N2CCN(c3ccc(C)c(Cl)c3)CC2)c(OC)cc1Cl	4	x	-3
82	CCOC(=O)CSCCOc1ccc(C=C2C(=O)NC(=S)NC2=O)cc1OC	-12	-2	-3
83	Cn1c(=O)c2[nH]c(SCc3ccc(Cl)c(Cl)c3)nc2n(C)c1=O	-4	x	-10
84	CN(CCO)c1ccc(C(F)(F)F)cn1	0	x	-4
85	CCS(=O)(=O)Oc1ccc(Cl)cc1CN(CC(C)C)C(=O)c1ccccc1F	16	-5	-3
86	CS(=O)(=O)c1ccc(-c2cccc(-n3cnnc3)c2)cc1	-2	-2	7
87	CN(C)CCCn1c2c(c(SCC(=O)Nc3ccc([N+](=O)[O-])cc3)nc1=O)CCC2	-4	-6	-5
88	CCOC(=O)C1CCN(CC(=O)N2N=C(c3ccc(F)cc3)CC2c2ccc(OCC)cc2)CC1 (centres undefined)	-13	0	0
89	CCCN(Cc1nccn1C)C(C)C(=O)Nc1ccc(C)cc1 (centres undefined)	13	x	-6
90	CC1=C(C(=O)N2CCCC(N3CCN(Cc4ccc5c(c4)OCO5)CC3)C2)OCCO1 (centres undefined)	17	x	-7
91	CCc1cc(Oc2ccccc2OC)nc(SCc2cccc(OC)c2)n1	-1	-3	-5
92	CCC[C@H]1CN(S(C)(=O)=O)C[C@@H]1NC(=O)COC(C)C	x	-6	-11
93	CCCCCCOc1ccccc1-c1nc2ccccc2c(=O)n1Cc1ccc(F)cc1	2	-10	-6
94	COCc1ccc(C(=O)N(C)Cc2ccc3ncccc3c2)o1	x	-11	-9
95	O=C(CSc1nnnn1C1CC1)Nc1ccc(N2CCCCCC2)cc1	0	x	-8
96	CCN(CC)c1ccc(/C=C2\CCC(C=NNC(=O)Nc3ccccc3)=C2N2CCOCC2)cc1	2	-5	-6
97	Cc1cc(=O)[nH]c(SCCOc2ccc(Br)cc2Cl)n1	11	x	-6
98	Cc1cnccc1NCCNC1CCN(CC(C)C)CC1	2	x	-6
99	Cn1nc(C(F)(F)F)c(Cl)c1C(=O)N1CCCC1Cn1cccn1 (centres undefined)	8	-15	0
100	CC(C)(C)OC(=O)N1CCCC(NCc2ccccc2)C1 (centres undefined)	10	-8	-15
101	COC(=O)[C@H]1C[C@@H](O)CCN1C(=O)c1cc(C(C)C)oc1C	-2	-10	-8
102	Clc1ccc(CSC2=NCCN2)cc1	8	x	-3
103	COCCNCc1cccc(OS(=O)(=O)c2ccc(OC)cc2)c1	3	x	0
104	Cc1ccc(-n2c(C(C)N(CC(C)C)C(=O)CCc3ccccc3)nc3ccccc3c2=O)cc1C (centres undefined)	14	-4	0
105	Cc1cc(C(=O)N(Cc2cccnc2)c2nc3ccccc3s2)on1	8	-7	-6
106	CCN(Cc1ccccc1)C(=O)CNC(=O)c1cccc(NC(C)C(C)C)c1C (centres undefined)	-2	x	-8
107	Cc1ccc(-n2c(SCC3CCOCO3)nc3sc4c(c3c2=O)CCC4)cc1 (centres undefined)	2	x	-6
108	O=C1NCC2(CCCN(C(=O)c3cnc(Nc4ccccc4)nc3)CC2)O1 (centres undefined)	9	-15	-4
109	O=C(CSc1nnc(-c2ccco2)o1)N1CCSc2ccccc21	20	x	-9
